Assay outcomes: PubChem, several laboratories
RGS4 block – RGS4 inhibitors, primary screen, cell-based, HEK293 M3R inducible RGS4, calcium flux | Regulator of G-protein signaling 4 (Homo sapiens), P49798 | AID 463165, 2010 | Fluo-4 calcium flux; active compounds read high; triggered by carbachol at its EC20 | B-score at 10 µM | 310,000 tested, 0.45% active;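 active = B-score, a plate-corrected calcium signal, over three deviations above library mean, with baseline fluorescence within five deviations of library mean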;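 note: RGS4 expression induced by doxycycline in cells with stable M3 receptor; B-score is computed from the integrated fluorescence ratio over baseline after carbachol; higher B-score means a larger calcium signal and so more RGS4 inhibition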
RGS4 pot – RGS4 potentiators or activators, primary screen, cell-based, HEK293 M3R inducible RGS4, calcium flux | carbachol calcium flux Fluo4; active compounds read low | 310,000 tested, 0.92% active | B-score at 10 µM;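 active = B-score of the integrated calcium signal more than 4 SD below the library mean, with starting fluorescence not abnormally high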;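 note: negative B-score means reduced calcium response which marks RGS4 activation or potentiation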
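Material: Inducible-RGS4 HEK293 cells carrying M3 receptor; also added: carbachol at ECmax as muscarinic agonist stimulus; incubation: compound preincubation 20 min at room temperature before agonist; signal: Fluo4-AM (2 µM) calcium-flux fluorescence, kinetic read; measure: integrated calcium ratio converted to B score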
KCNK9 inh – KCNK9 potassium channel inhibitors, primary screen, HEK293 cells, thallium flux; Potassium channel subfamily K member 9 (Homo sapiens), Q9NPC2; 310,000 tested, 1.2% active; B-score at 10 µM; AID 488922, 2010; FluxOR thallium flux fluorescence; active compounds read low;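 active = ratio B-score over 3 SD below the library mean, with starting fluorescence within 5 SD of its mean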;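 note: negative B-score means less thallium flux so channel inhibition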
PolyA inh – polyadenylation inhibitors in yeast reporter cells, primary screen, luminescence, S. cerevisiae; S. cerevisiae SKY197-pL101 polyadenylation reporter, beta-gal luminescence; efflux-impaired pdr1/pdr3 knockout yeast; score 100 = 6 SD above DMSO; 300,000 tested, 0.02% active; calls only at 12 µM; AID 1875, 2009;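 active = lowest replicate activity score at least 50, where 100 means six control SD above control mean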;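 note: yeast exposed to compound for 9 h at 30 °C; higher score means more reporter readthrough which indicates perturbed polyadenylation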
Dyrk1A ADPGlo – rat Dyrk1A kinase inhibitors, primary screen, biochemical, single point, plate reader; inhibition, % at 12.5 µM; 310,000 tested, 0.43% active; ADP-Glo luminescence, NFATc1 peptide; AID 504441, 2011; Dual specificity tyrosine-phosphorylation-regulated kinase 1A (Rattus norvegicus), Q63470; in the data active = inhibition above about 50%;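 note: plate controls were vehicle with enzyme for no effect and no enzyme for full effect; many of its hits are not listed in these tables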
KCNQ1 block – inhibitors of human KCNQ1 channel, primary screen, cell-based, thallium flux, high-throughput; Potassium voltage-gated channel subfamily KQT member 1 (Homo sapiens), P51787; CHO-K1 KCNQ1, FluxOR thallium flux fluorescence; active compounds read high; B-score at 10 µM; 310,000 tested, 1.3% active;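 active = compounds whose thallium flux B-score, printed positive for inhibition, exceeds three library SD while starting fluorescence stays within three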;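 note: channel opened by potassium depolarization with thallium stimulus after 20 min compound exposure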
Target sequence (P51787 whole entry, looked up): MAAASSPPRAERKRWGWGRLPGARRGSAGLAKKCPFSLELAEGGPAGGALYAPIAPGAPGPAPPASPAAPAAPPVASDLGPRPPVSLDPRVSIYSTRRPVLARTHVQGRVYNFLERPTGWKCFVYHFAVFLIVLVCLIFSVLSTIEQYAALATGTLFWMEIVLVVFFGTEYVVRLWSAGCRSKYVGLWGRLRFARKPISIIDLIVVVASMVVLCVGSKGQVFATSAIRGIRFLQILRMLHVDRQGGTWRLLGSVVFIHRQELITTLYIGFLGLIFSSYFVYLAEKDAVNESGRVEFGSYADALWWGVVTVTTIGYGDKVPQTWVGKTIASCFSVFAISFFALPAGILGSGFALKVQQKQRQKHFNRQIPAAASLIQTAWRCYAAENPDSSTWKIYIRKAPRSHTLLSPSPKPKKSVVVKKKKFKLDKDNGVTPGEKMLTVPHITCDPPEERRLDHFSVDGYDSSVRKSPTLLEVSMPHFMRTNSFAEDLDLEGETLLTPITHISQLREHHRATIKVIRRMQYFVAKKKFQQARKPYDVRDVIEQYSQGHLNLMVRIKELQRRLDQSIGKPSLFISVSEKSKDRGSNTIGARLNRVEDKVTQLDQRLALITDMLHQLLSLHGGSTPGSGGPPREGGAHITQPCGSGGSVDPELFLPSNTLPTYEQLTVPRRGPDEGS
GSK3A inh – blockers of GSK3A enzyme activity – biochemical, luminescence, cell-free homogeneous, HTS, primary screen. AID 2650, 2010. inhibition, % at 10 µM. Glycogen synthase kinase-3 alpha (Homo sapiens), P49840. GSK-3 alpha kinase, ADP-Glo luminescence, 60 min. 320,000 tested, 0.1% active;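 in the data active = inhibition above about 50%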;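 note: GST-tagged GSK-3 alpha with peptide substrate and 25 µM ATP; 0% = DMSO neutral wells and 100% = GW8510 positive control wells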
KCNK3 block – human KCNK3 channel inhibitors, primary screen, CHO cells, FluxOR thallium flux, B-score | FluxOR fluorescence; active compounds read low | B-score at 10 µM | 340,000 tested, 0.84% active | AID 602410, 2012;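 active = B-score under library mean minus 4 SD, starting fluorescence ratio at most library mean plus 5 SD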;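 note: more negative B-score means stronger inhibition of thallium flux through KCNK3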
Target sequence (O14649 whole entry, looked up): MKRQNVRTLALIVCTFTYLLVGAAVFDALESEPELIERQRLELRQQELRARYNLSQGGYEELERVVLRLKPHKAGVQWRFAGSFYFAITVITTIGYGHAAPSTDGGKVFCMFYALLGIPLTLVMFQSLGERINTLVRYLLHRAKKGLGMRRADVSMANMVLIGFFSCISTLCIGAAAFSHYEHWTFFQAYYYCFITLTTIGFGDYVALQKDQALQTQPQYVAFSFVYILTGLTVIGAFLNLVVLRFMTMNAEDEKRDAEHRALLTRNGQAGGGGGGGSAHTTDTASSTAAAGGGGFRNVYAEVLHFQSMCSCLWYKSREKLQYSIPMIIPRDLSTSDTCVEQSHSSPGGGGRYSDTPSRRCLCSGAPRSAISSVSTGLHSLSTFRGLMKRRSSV
GSK3beta inhib – human GSK3beta kinase inhibitors, primary screen, biochemical, cell-free homogeneous, HTS | activity score (negative = inhibition), % at 10 µM | Glycogen synthase kinase-3 beta (Homo sapiens), P49841 | GST-GSK3beta kinase, ADP-Glo luminescence, 60 min; active compounds read low | 300,000 tested, 0.038% active;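 active = more than half of replicate wells score below -50%, meaning over 50% inhibition versus plate controls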;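 note: 0% = median DMSO wells and -100% = median GW8510 positive control wells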
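Test system: GST-fused GSK3beta enzyme, cell-free | Quantity: 1.6 ng GST-GSK3beta enzyme per well | Reagent: 25 µM ATP with peptide substrate | Schedule: 60 min enzyme reaction, room temperature | Signal: Luminescent ADP-Glo measurement of ADP formed | Read-out basis: Score relative to plate controls | Control set: DMSO and 20 µM GW8510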
KCNQ1 pot – potentiators or activators of KCNQ1 channel, primary screen, cell-based, thallium flux, high-throughput; Potassium voltage-gated channel subfamily KQT member 1 (Homo sapiens), P51787; 310,000 tested, 0.35% active; CHO-K1 KCNQ1, thallium flux FluxOR fluorescence; active compounds read high; B-score at 10 µM;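 active = fluorescence ratio B-score, a plate-corrected score, at least three library SD, with initial intensity B-score within 5 SD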
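assay system = KCNQ1-transfected CHO-K1 cells | medium = assay buffer with matched DMSO | probe or stimulus = depolarizing K+/Tl+ stimulus, K2SO4 and Tl2SO4 each 12.5 mM in 5x stock | dosing = single dose | incubation = dye 90 min, compound 20 min, room temperature | detection = kinetic FluxOR fluorescence, 10 s baseline plus 110 s post-stimulus | evaluation = ratio B score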
hERG rescue – hERG rescue from dofetilide block, primary screen, cell-based, CHO-hERG, FluxOR thallium flux, dofetilide IC70; Voltage-gated inwardly rectifying potassium channel KCNH2 (Homo sapiens), Q12809; dofetilide IC70 present; activation (rescue from dofetilide block), less the hit threshold, % at 10 µM; 310,000 tested, 0.51% active;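 active = activation above the mean of controls blocked by dofetilide plus 5 SD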;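 note: thallium influx through hERG after potassium depolarization seen as dye fluorescence rise; in these data hits start at about 4.7%; inactives centre near -7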
Active calls of the source: *; i = inactive; / = no result given. Some of the compounds tested; rates above refer to the full screens.

SMILES	RGS4 block	RGS4 pot	KCNK9 inh	PolyA inh	Dyrk1A ADPGlo	KCNQ1 block	GSK3A inh	KCNK3 block	GSK3beta inhib	KCNQ1 pot	hERG rescue
Nc1ccc(N2CCCCC2)cc1N1CCCCC1	i	i	i	i	6	i	1	i	-3	i	-19
COc1cc(/C=C2/C(=O)NN(c3ccc(F)cc3)C2=O)cc([N+](=O)[O-])c1O	i	i	i	i	1	i	3	i	1	i	-19
COC(=O)c1ccc(-c2ccc([C@H]3[C@H]4C=CC[C@@H](C)[C@@H]4C(=O)N3Cc3ccccc3)c(F)c2)cc1	i	i	i	i	10	i	-1	i	-3	i	-9
Cc1nn(C)cc1CNC(=O)Nc1ccc(Cl)c(Cl)c1	i	i	i	i	-1	i	1	i	0	i	-8
O=C(CNC(=O)c1ccc(N2C(=O)c3ccccc3C2=O)cc1)OCC(=O)c1ccc(Cl)cc1	i	i	i	/	1	i	-4	i	3	i	-6
CCN(CC)CCNC(=O)Cc1c(C(=O)O)n(CC)c2ccccc12	i	i	i	i	0	i	-4	i	1	i	4
O=C(CNC(=O)c1ccc(Cl)cc1Cl)OCCOc1ccccc1	i	i	i	i	-4	i	-1	i	/	i	-3
CCCSc1ccc([C@H]2N[C@@](C)(C(=O)OC)[C@H]3C(=O)N(C)C(=O)[C@@H]23)cc1	i	i	i	i	4	i	-2	i	-1	i	-6
CCc1cccc(NC(=O)CCCn2nc(C)c3c(C)n(-c4ccccc4)nc3c2=O)c1	i	i	i	/	-1	i	-1	i	-1	i	-12
O=C(O)C1C2C=CC(C2)C1C(=O)NCCCn1ccnc1 (stereo not drawn)	i	i	i	i	-5	i	-6	i	1	i	-16
COc1ccccc1Nc1ccc([N+](=O)[O-])cc1N	i	i	i	i	6	i	-2	i	-4	i	-5
O=C(O)C1C2CCC(C2)C1C(=O)N1CCCC1 (stereo not drawn)	i	i	i	i	12	i	-1	i	6	i	-6
O=C(O)C1CCCCC1C(=O)N1CCN(S(=O)(=O)c2ccc(F)cc2)CC1 (stereo not drawn)	i	i	i	i	10	i	-1	i	2	i	-14
Cc1cccc2c1N(CCOc1ccc(C(C)(C)C)cc1)C(=O)C2=O	i	i	i	i	4	i	-1	i	0	i	-6
Cc1nc2scc(C)n2c(=O)c1S(=O)(=O)NCC1CCN(Cc2ccc(Cl)cc2)CC1	i	i	i	i	/	i	2	i	2	i	-8
O=c1[nH]c2cc3c(cc2cc1CN(Cc1cccs1)Cc1nnnn1Cc1ccco1)OCCO3	7*	i	i	i	8	i	2	i	-11	i	-9
COc1ccc(NC(=O)CCn2c(=O)c3cccn3c3ccccc32)c(OC)c1	i	i	i	i	/	i	-1	i	0	i	-26
Cc1ccc(NC(=O)Cn2cnc3c(=O)n(C)c(=O)n(C)c32)c(C)c1	i	i	i	i	-8	i	-1	i	3	i	-14
Clc1ccccc1CN(Cc1ccco1)Cc1nnnn1C1CCCC1	i	i	-9.9*	i	-2	i	-2	i	0	i	-5
Cc1ccc(C(=O)N(c2ccccc2)C2CC(C)N(C(=O)c3ccco3)c3ccccc32)cc1 (stereo not drawn)	i	i	i	i	-3	i	-24	i	0	i	-11
CCc1ccc(CNCCNCC(C)O)cc1 (stereo not drawn)	i	i	i	i	-1	i	0	i	3	i	-3
COc1ccc(S(=O)(=O)N2c3cc(Cl)ccc3Oc3nc4ccccc4nc32)cc1	i	i	i	i	5	i	5	i	1	i	-7
CC1=C(C(=O)Nc2ccc(C)cc2)C(c2ccc(C)o2)C2=C(CC(C)(C)CC2=O)N1 (stereo not drawn)	i	i	i	i	9	i	0	i	/	i	-11
COc1ccc(CN(Cc2ccc(C(=O)O)cc2)C(=S)Nc2cccc(C)c2)cc1OC	i	i	i	i	-3	i	-2	i	2	i	-12
O=S(=O)(/C=C/c1ccccc1)c1ccccc1	i	i	i	i	-6	i	-1	i	-1	i	-12
OCCCc1cn(CC2CCCCC2)nn1	i	i	i	i	4	i	-5	i	2	i	-5
O=C(O)CCc1nn2c3ccccc3nc2n(-c2ccccc2)c1=O	i	i	i	i	2	i	-1	i	3	i	0
CCOc1ccc(NC2=CC(=O)CC(c3ccco3)C2)cc1 (stereo not drawn)	i	i	i	i	0	i	1	i	1	i	-11
Cn1cnc2cc(NCc3ccccc3O)ccc21	i	i	i	i	0	i	-4	i	2	i	1
Cc1ccc(Oc2cc(C)nc(-c3ccccc3O)n2)cc1	i	i	i	i	-5	i	3	i	-3	i	-13
CCN(CC)S(=O)(=O)c1cccc(C(=O)NC(C)C(c2cccs2)N2CCCC2)c1 (stereo not drawn)	i	i	i	/	-7	i	-3	i	3	i	-16
O=C(O)c1cn(-c2ccccc2)nc1-c1cccnc1	i	i	i	i	-1	i	-3	i	-2	i	-12
O=C(c1ccc2c3c(cccc13)CC2)C1CCCN(Cc2ccncc2)C1 (stereo not drawn)	i	i	i	i	5	i	0	i	1	i	-17
COc1cccc(/C=C/C(=O)OCC(=O)NCc2ccco2)c1OC	i	i	i	i	2	i	-1	i	1	i	-6
CCC(CC)C(=O)N1CC(=O)Nc2ccc(F)cc2C1c1ccccc1 (stereo not drawn)	i	i	i	i	1	i	-2	i	-3	i	-3
O=C(CN1CCCCC1)Nc1scc2c1c(=O)oc1ccccc12	i	i	i	i	6	i	0	i	2	i	-8
CCC(Oc1ccc(C)c(C)c1)C(=O)O (stereo not drawn)	i	i	i	i	-2	i	-3	i	3	i	-12
Cc1sc2nc(-c3cccnc3)[nH]c(=O)c2c1-c1ccccc1	i	i	i	i	1	i	-2	i	3	i	-9
O=C(CCn1nc(-c2ccc(Cl)cc2)ccc1=O)N1CCN(c2ccccn2)CC1	i	i	i	i	4	i	/	i	-3	i	-24
O=C(c1ccccc1-c1nc(-c2ccccc2Cl)no1)N1CCOCC1	i	i	i	i	2	i	-2	i	-2	i	-9
O=C(Cn1c2ccccc2c(=O)c2ccccc21)N/N=C/c1cc([N+](=O)[O-])ccc1N1CCCCC1	i	i	i	i	-1	i	-1	i	-2	i	-14
C=CCn1c(N)c(C(=O)OCC)sc1=S	i	i	i	i	-7	i	2	i	0	i	-15
O=C(Cc1ccc(Br)cc1)NC1CCCCC1	i	i	i	i	2	i	0	i	1	i	-7
CCCN1CCN(CCCNC(=S)Nc2ccc3nc(N4CCN(CC)CC4)cc(C)c3c2)CC1	i	i	i	i	-9	i	6	i	0	i	-10
Cc1ccc(Oc2ncccc2/C=N/OCc2ccc(Cl)c(Cl)c2)cc1	i	i	i	i	2	i	-4	i	0	i	-3
O=C(O)c1cnn(-c2nc(-c3ccc(Br)cc3)cs2)c1C(F)(F)F	i	i	i	i	3	i	5	i	0	i	2
O=C1CCCC1C(=O)Nc1ccc2ccccc2c1 (stereo not drawn)	i	i	i	i	0	i	0	i	1	i	-6
NS(=O)(=O)c1ccc(NC(=O)c2cc(-c3ccccc3O)n[nH]2)cc1	i	i	i	i	1	i	-1	i	2	i	-1
COc1ccc(N(Cc2cc3ccccc3[nH]c2=O)S(=O)(=O)c2ccc(C)cc2)cc1	i	i	i	i	-1	i	-2	i	-2	i	-9
Cc1nn(-c2ccccc2)c2c1C(c1cccs1)C(C#N)=C(N)O2 (stereo not drawn)	i	i	i	/	/	i	-3	i	2	i	-8
CCCC1=[N+](CC)CCn2c(C)ccc21	i	i	i	/	1	i	-2	i	-1	i	-4
COc1ccc(NS(=O)(=O)c2ccc3c(c2)n(C)c(=O)n3C)cc1	i	i	i	i	-7	i	-1	i	1	i	-11
Cc1ccc(C(=O)NN2CCOCC2)cc1	i	i	i	i	-7	i	-1	i	-1	i	-10
O=C(Nc1ccccc1)c1ccc(F)cc1F	i	i	i	i	-7	i	5	i	-4	i	-3
Cc1ccc(-n2cccc2/C=C2\C(=N)N3N=C(C(C)C)SC3=NC2=O)cc1	i	i	i	i	-4	i	0	i	-1	i	-7
O=C(CCCN1C(=O)/C(=C/c2cccs2)SC1=S)NNC(=O)c1cccnc1	i	i	i	i	3	i	0	i	1	i	-2
CC(C)c1noc2ncc(C(=O)c3cc(Cl)cc(Cl)c3O)cc12	i	i	i	i	7	6*	/	i	3	i	-9
O=C(NCC(=O)N1CCN(Cc2ccccc2)CC1)c1ccc(Cl)cc1	i	i	i	i	-3	i	1	i	2	i	-5
O=C(CCCn1c(=O)c2cccn2c2cccnc21)NCc1cccc(Br)c1	i	i	i	i	3	i	3	i	3	i	-5
O=C(N/N=C/c1cc(Br)ccc1O)c1cccc(N2CCCC2=O)c1	i	i	i	i	-5	i	1	i	-6	i	-6
Cc1ccc(CSCCNC(=O)CN(c2cc(C)ccc2C)S(C)(=O)=O)cc1	i	i	i	i	0	i	0	i	-4	i	-15
O=c1cc(N2CCCC2)[nH]c(=O)n1-c1ccc(Cl)cc1	i	i	i	i	-1	i	0	i	2	i	-1
COc1ccccc1CNC(=O)[C@@H]1CCCN1S(=O)(=O)c1ccccc1F	i	i	i	i	0	i	-2	i	1	i	-7
